HIV peptide binding: inhibitors of HIV fusion peptide binding, primary screen, biochemical, uHTS, fluorescence dequenching (AID 1986) | cell-free peptide binding, fluorescence dequenching, 30 min; higher % means a stronger effect | inhibition, % at 20 µM; hits with a dose series show IC50 in µM | actives 0.3% (n = 290,000); in the data active = inhibition mostly above about 52%, no sharp cut-off; inactive = mostly below about 76%; also: some results filed as inactive read as strong as hits
AID2073: inhibitors of Mint1-CaV2.2 protein interaction, biochemical, HTRF (AID 2073) | inhibition, % at 20 µM; hits with a dose series show IC50 in µM | actives 0.19% (n = 290,000) | HTRF protein-protein interaction, Mint1-CaV2.2; higher % means a stronger effect; in the data active = inhibition mostly above about 51%, no sharp cut-off; also: some results filed as inactive read as strong as hits
* = called active by the depositor.

Order of results: HIV peptide binding, AID2073
1: CCOc1ccc(NS(=O)(=O)c2ccc(NC(=O)C3CC3)cc2)cc1
 : -0.4%, 6%
2: COC(=O)c1ccc(N2CCN(C)CC2)c(NC(=O)c2ccc(-c3ccc(Cl)cc3)o2)c1
 : 1.3%, 14%
3: O=C(CC1C(=O)NCCN1Cc1ccccc1C(F)(F)F)NCCN1CCCCC1=O (centres undefined)
 : 0.4%, -2%
4: Cc1cc2nc3c(=O)[nH]c(=S)[nH]c3nc2cc1NC(=O)C(F)(F)F
 : 50%, 1%
5: CCOc1ccc(NC(=O)CCc2ccc(C)o2)cc1
 : 1.0%, -4%
6: COc1ccc(-n2nc(C)c3c(=O)c4c([nH]c32)CCCC4)cc1
 : -1.7%, 7%
7: Cc1ccc(C(=O)N2CCOCC2)cc1S(=O)(=O)N1CCCC1
 : -0.8%, -6%
8: O=C(CN(C(=O)c1csnn1)c1cccc(Cl)c1)NC1CCCCC1
 : 0.4%, 6%
9: Cc1ccc(C)c(NC(=S)N2CCCC2)c1
 : 0.1%, -2%
10: Cc1ccc(CNC(=O)CCC(=O)N2CC(C)Oc3ccccc32)cc1 (centres undefined)
 : -0.9%, -3%
11: COc1ccc(-c2nc3ccccc3c(=O)n2CC(C)C)cc1
 : 1.7%, -3%
12: CCc1nnc(NC(=O)CCC(=O)Nc2ccc(C)cc2)s1
 : 0.6%, 13%
13: COc1cccc(/C=N/NC(=O)c2nnn(-c3nonc3N)c2CN(C)c2ccccc2)c1
 : 0.1%, 17%
14: Cc1ccc2oc(C(=O)Nc3ccc(S(=O)(=O)Nc4onc(C)c4C)cc3)cc(=O)c2c1
 : 2.8%, 5%
15: Cc1c(C(=O)N2CCCC2)c(S(=O)(=O)NCCc2ccccc2)c(C)n1C
 : -0.5%, -1%

Overlap with the part before: 2 compounds; new compounds follow.
Order of results: HIV peptide binding, AID2073
14: Cc1ccc2oc(C(=O)Nc3ccc(S(=O)(=O)Nc4onc(C)c4C)cc3)cc(=O)c2c1
 : 2.8%, 5%
15: Cc1c(C(=O)N2CCCC2)c(S(=O)(=O)NCCc2ccccc2)c(C)n1C
 : -0.5%, -1%
16: COc1ccc(CNC(=O)C2CCC(=O)N(CCCN3CCCC3=O)C2)c(OC)c1 (centres undefined)
 : 1.1%, -6%
17: O=C(Nc1cccc2c1CCCC2)c1ccccc1Br
 : -0.8%, 4%
18: COc1cccc(CC(=O)Nc2cc(C(F)(F)F)ccc2N2CCCC2)c1
 : 0.6%, 15%
19: Cc1cccc(NC(=O)NC2(C)CCS(=O)(=O)C2)c1 (centres undefined)
 : -0.6%, 12%
20: CCC(=O)Nc1nc(C)c(C(=O)Nc2cccc(Cl)c2)s1
 : 0.6%, 14%
21: Cc1onc(-c2ccccc2)c1C(=O)NCc1ccc(Cl)cc1
 : 0.8%, -5%
22: COc1ccc(Cc2nc3ccc(C(=O)NCC4COCCO4)cc3o2)cc1OC (centres undefined)
 : -0.4%, -4%
23: CCOc1cc(/C=C2\NC(=S)N(C)C2=O)ccc1OCc1ccc(C(=O)O)cc1
 : 9.3%, -3%
24: CCCc1nnc(NC(=O)CCC(=O)Nc2ccc(Cl)cc2)s1
 : 0.3%, 5%
25: Cc1ccc(S(=O)(=O)N(Cc2ccc(Cl)cc2)c2ccccc2C(=O)O)cc1
 : 1.8%, 9%
26: CCc1cc(=O)oc2c3c(cc(OCC(=O)NCCC(=O)O)c12)OC(C)(C)CC3
 : -0.7%, 37%
27: CCOc1ccc2nc(N(CCCN(C)C)C(=O)c3ccc(S(=O)(=O)N4CCc5ccccc5C4)cc3)sc2c1
 : 7.7%, 5%
28: O=C(CSc1nnnn1-c1ccc(C(=O)O)cc1)NC1CC1
 : -0.2%, 5%
29: O=C1Nc2ccccc2C(=O)N2C[C@@H](O)C[C@H]12
 : -2.1%, 6%
30: O=C(Nc1ccc2cccnc2c1)c1ccc(Br)cc1
 : -1.0%, 10%

The listing continues.
Order of results: HIV peptide binding, AID2073
31: CCCCCN(C(=O)CCC(=O)OCC(=O)N(C)Cc1ccc(C)cc1)c1c(N)n(CCCC)c(=O)[nH]c1=O
 : 0.9%, 9%
32: COc1ccc(O)c(/C=C2/SC(=S)N(Cc3ccccc3)C2=O)c1
 : 69%*, -8%
33: CCOC(=O)N1CCN(C(=O)c2ccccc2NC(=O)c2ccccc2Cl)CC1
 : -0.9%, 5%
34: O=C(NCC1OCCCN1S(=O)(=O)c1cc(F)ccc1F)C(=O)NC1CCCC1 (centres undefined)
 : -0.9%, 23%
35: CCN1CCCC1CNS(=O)(=O)c1ccc(F)c(Cl)c1 (centres undefined)
 : 1.0%, 21%
36: CN(CC(=O)Nc1ccc(Cl)cc1)C1CCCCC1
 : -0.3%, -3%
37: N/C(=N\OC(=O)c1cccc(F)c1)c1ccccn1
 : 0.4%, -5%
38: COCCn1c(=O)[nH]c2cc(C(=O)Nc3cc(OC)c(OC)c(OC)c3)ccc2c1=O
 : -0.6%, 1%
39: CC(C)c1cccc(C(C)C)c1NC(=O)CN1C(=O)NC2(CCCC2)C1=O
 : -0.7%, -16%
40: COc1ccc(CCNC(=O)[C@H](C)NC(=O)[C@@H]2CSC3c4ccccc4C(=O)N32)cc1 (some centres undefined)
 : 1.7%, -3%
41: O=C1CCC(C(=O)Nc2ccc(Cl)cc2)N1 (centres undefined)
 : 0.6%, -3%
42: COc1ccc(C(=O)NCCc2ccccc2)cc1OC
 : -0.3%, -1%
43: COC(=O)c1cc(C(=O)OCC(=O)NC2CCCC2)cc([N+](=O)[O-])c1
 : 0.2%, 38%
44: CC(=O)Oc1cccc(NC(=O)c2ccc3c(c2)C(=O)N(CC(C)C)C3=O)c1
 : 1.7%, -1%
45: Cc1nnc2n1N=C(c1ccc(OC(F)F)cc1)C(C)S2 (centres undefined)
 : -2.0%, 1%

(further entries)
Order of results: HIV peptide binding, AID2073
46: O=C(NCc1ccc(Cl)cc1)C1CCC(CNS(=O)(=O)c2ccccc2)CC1 (centres undefined)
 : 2.3%, 16%
47: COc1c2ccccc2nc2ccccc12
 : 1.3%, 10%
48: Cc1nn(CC(=O)NCC(C)c2ccccc2)c(=O)c2cc(-c3ccccc3)nn12 (centres undefined)
 : 0.1%, 1%
49: O=S(=O)(Cc1ccccc1)N1CCN(Cc2ccc(F)cc2Cl)CC1
 : 1.8%, 7%
50: CSCC[C@H](N)C(=O)N1CCC(C(=O)N[C@H](C(=O)NCc2ccccc2F)C(C)C)CC1
 : 1.5%, -3%
51: Cc1nc2sccn2c(=O)c1S(=O)(=O)NCc1ccccc1
 : -1.3%, 0%
52: COc1ccccc1CCCNC(=O)C1CCC(=O)N(CCc2ccc(Cl)cc2)C1 (centres undefined)
 : -0.2%, 1%
53: Cc1n[nH]c(=O)c2c(NC(=O)CSc3nc4ccccc4c(=O)n3CCCOC(C)C)oc(C)c12
 : 0.3%, -4%
54: Cc1ccccc1CNC(=O)CN(c1ccccc1Cl)S(C)(=O)=O
 : 1.2%, -2%
55: Cc1cccc(C(=O)Nc2ccc(C(=O)N/N=C/c3cccc(C)n3)cc2)c1
 : -0.9%, -4%
56: COc1ccc(-c2c(C#Cc3ccccc3)c3ccccc3n2C)cc1
 : 4.2%, -21%
57: O=C(Cn1ccc2ccccc2c1=O)NCC(=O)N1CCN(c2ccccc2F)CC1
 : -0.4%, 8%
58: CC1CCN(c2ccccc2NC(=O)c2ccc([N+](=O)[O-])o2)CC1
 : -0.9%, 4%
59: CC(=O)c1ccc(NC(=O)c2cc3ccccc3o2)cc1
 : -1.0%, 33%
60: CCCNc1nc2ccccc2n2c(C)nnc12
 : 0.1%, 13%

Structural class: those above with a CF3 group
Order of results: HIV peptide binding, AID2073
3: O=C(CC1C(=O)NCCN1Cc1ccccc1C(F)(F)F)NCCN1CCCCC1=O (centres undefined)
 : 0.4%, -2%
4: Cc1cc2nc3c(=O)[nH]c(=S)[nH]c3nc2cc1NC(=O)C(F)(F)F
 : 50%, 1%
18: COc1cccc(CC(=O)Nc2cc(C(F)(F)F)ccc2N2CCCC2)c1
 : 0.6%, 15%

The main list resumes with the 4 entries that preceded the break.
Order of results: HIV peptide binding, AID2073
57: O=C(Cn1ccc2ccccc2c1=O)NCC(=O)N1CCN(c2ccccc2F)CC1
 : -0.4%, 8%
58: CC1CCN(c2ccccc2NC(=O)c2ccc([N+](=O)[O-])o2)CC1
 : -0.9%, 4%
59: CC(=O)c1ccc(NC(=O)c2cc3ccccc3o2)cc1
 : -1.0%, 33%
60: CCCNc1nc2ccccc2n2c(C)nnc12
 : 0.1%, 13%
61: Cn1c(=O)cc(Nc2ccccc2)[nH]c1=O
 : -2.2%, 6%
62: COc1ccc(C2CC(c3ccc(Br)cc3)=NN2C(=O)CSC2=NN3CCCC(=O)N=C3S2)cc1 (centres undefined)
 : 0.9%, -10%
63: Cc1nnc(NC(=O)c2ccc(S(=O)(=O)N3CCCCC3C)cc2)o1 (centres undefined)
 : 3.1%, 11%
64: CCOC(=O)C1CCCN(C(=O)c2ccc(C)c(NC(=O)C3=C(C)OCCS3)c2)C1 (centres undefined)
 : -1.0%, 11%
65: N#Cc1ccc(C(=O)NCC2CCCCC2)cc1
 : 1.1%, 17%
66: CN(C)S(=O)(=O)N1CCC(Oc2cccc(C(=O)NCCCC3CCCC3)c2)CC1
 : -2.0%, 4%
67: O=C(COC(=O)/C=C/c1cccs1)NC1CCCCC1
 : 13%, 9%
68: O=C(O)c1ccc(Nc2nc3ccccc3nc2NS(=O)(=O)c2cccs2)cc1
 : 40%, 20%
69: CCOC(=O)c1c(S(=O)(=O)Nc2ccc(C)c(F)c2)c(C)n(C)c1C
 : -0.4%, 1%
70: CCn1ncc([N+](=O)[O-])c1C(=O)Nc1ccc(C)c(C)c1
 : -0.3%, 6%
71: O=C(NC1CCCC1)c1cc(-c2ccccc2O)on1
 : 0.0%, -4%
72: O=C(O)c1[nH]c2ccccc2c1C(c1cc(Cl)cc([N+](=O)[O-])c1O)c1c(C(=O)O)[nH]c2ccccc12
 : 2.5µM*, 10%
73: COc1ccc(/C=N/NS(=O)(=O)c2ccc(F)cc2)cc1CN1CCSCC1
 : 0.8%, 14%
74: C=CCNc1nc2c(c(=O)[nH]c(=O)n2C)n1CCOc1ccccc1
 : 0.0%, 8%
75: COc1cccc(NC(=O)C(=O)N/N=C/c2ccc3c(c2)OCO3)c1
 : 2.8%, 9%

(more compounds)
Order of results: HIV peptide binding, AID2073
76: COc1ccc(NC(=O)C2CCN(S(=O)(=O)c3c(C)noc3C)CC2)cc1
 : 0.3%, 9%
77: O=C(Nc1cccc(-c2ccc(F)cc2)c1)C1CCCN(Cc2cccnc2)C1 (centres undefined)
 : 0.2%, 15%
78: CCCCc1cc(=O)oc2cc(C)cc(OCC(=O)NC(Cc3ccc(Cl)cc3)C(=O)O)c12 (centres undefined)
 : 13%, 21%
79: CCC(C)(C)NC(=O)C(c1ccc(OC)cc1)N(C(=O)CCC(=O)Nc1cc(C)on1)C1CC1 (centres undefined)
 : 0.7%, 2%
80: Cc1ccc(NC(=O)c2cc3ccccc3o2)cc1
 : -1.0%, 7%
81: COc1ccc(N2CCN(C(=O)c3cc(=O)c4ccc(C)cc4o3)CC2)cc1
 : -2.0%, 1%
82: COC(=O)C1CN(C(=O)COc2ccc(Cl)c(C)c2)c2ccccc2O1 (centres undefined)
 : 1.5%, 10%
83: COC(=O)C1CCN(C(=O)CC(NC(=O)C(F)(F)F)c2cccs2)CC1 (centres undefined)
 : 0.5%, 7%
84: COC(=O)c1[nH]c2ccccc2c1Sc1ccccc1
 : 0.1%, 23%
85: O=C(Nc1nccs1)c1ccc2ccccc2c1
 : -0.1%, 12%
86: CN1CCN(C(=O)c2ccc(OCCOc3ccccc3)cc2)CC1
 : -0.2%, 5%
87: CSc1ccccc1C(=O)NCCSc1ccc(C)cc1
 : 0.2%, 6%
88: CN1CCN(C(=O)CCN2C(=O)/C(=C/c3ccc(F)cc3)SC2=S)CC1
 : -2.5%, -1%
89: CCOC(=O)N1CCN(c2nc3ccc(C)cc3n3cnnc23)CC1
 : 0.8%, -1%
90: O=C(NC1CCCN(Cc2ccccc2F)C1)C1CCC1 (centres undefined)
 : 1.3%, -3%

Arranged by the number under HIV peptide binding (smallest number first): 4 from the list above.
Order of results: HIV peptide binding, AID2073
81: COc1ccc(N2CCN(C(=O)c3cc(=O)c4ccc(C)cc4o3)CC2)cc1
 : -2.0%, 1%
85: O=C(Nc1nccs1)c1ccc2ccccc2c1
 : -0.1%, 12%
84: COC(=O)c1[nH]c2ccccc2c1Sc1ccccc1
 : 0.1%, 23%
79: CCC(C)(C)NC(=O)C(c1ccc(OC)cc1)N(C(=O)CCC(=O)Nc1cc(C)on1)C1CC1 (centres undefined)
 : 0.7%, 2%

The results go on:
Order of results: HIV peptide binding, AID2073
91: CCOC(=O)c1sc(N2C(=O)C(O)=C(C(=O)c3ccc(C)o3)C2c2ccc(OC)c(OC)c2)nc1C (centres undefined)
 : 20%, 9%
92: COc1ccccc1C(=O)NNC(=O)C(=O)Nc1cccc(Cl)c1C
 : 3.1%, 2%
93: CCOC(=O)C1CCCN(C2=NC(=O)/C(=C/c3ccc(N(C)C)cc3)S2)C1 (centres undefined)
 : 132%, -4%
94: CCn1nc(NC(=O)C(C)C)c2cc3cccc(C)c3nc21
 : -1.9%, 20%

Screens: PubChem BioAssay, Sanford-Burnham Center for Chemical Genomics

Only part of the results is shown. The share of hits here may be higher or lower than overall.
